KOR beta-arrestin-1 = KOR antagonists, beta-arrestin recruitment, cell-based, luminescence, uHTS (AID 1778); KOR beta-arrestin recruitment, luminescence, antagonist mode; higher % means a stronger effect; inhibition, % at 10 µM; hits with a dose series show IC50 in µM; actives 0.091% (n = 290,000); also: strong numbers were not always called active
NOD1 NF-kB reporter = NOD1 signaling inhibitors, primary screen, cell-based, luminescence, uHTS (AID 1578) | NOD1-driven NF-kB luciferase reporter cells, luminescence; higher % means a stronger effect | actives 1% (n = 290,000) | inhibition, % at 4 µM, or EC50 in µM where a hit was titrated; in the data active = inhibition mostly above about 36%, no sharp cut-off; inactive = mostly below about 34%;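 also: HEK-293T reporter cells stimulated with the NOD1 agonist gamma-tri-DAP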
KOR beta-arrestin-2 = KOR agonists, beta-arrestin recruitment, primary screen, cell-based, luminescence, uHTS (AID 1777); KOR beta-arrestin recruitment, luminescence; higher % means a stronger effect; actives 0.02% (n = 280,000); activation, % at 10 µM; hits with a dose series show EC50 in µM; in the data active = activation above about 50%, passing the limit was not always enough; also: a part of the inactive calls stands beside numbers as strong as those of hits
GPR35 arrestin U2OS = GPR35 antagonists blocking zaprinast-driven arrestin recruitment, primary screen, imaging, U2OS, beta-arrestin-GFP, zaprinast agonist (AID 2058) | U2OS GPR35 beta-arrestin-GFP translocation imaging, zaprinast antagonism; higher % means a stronger effect | actives 0.052% (n = 290,000) | inhibition, % at 10 µM; hits with a dose series show IC50 in µM;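 active = inhibition of at least 50% with at least 30 cells and total cytoplasm GFP at most 10,000,000; inconclusive = under 30 cells or total GFP of 10,000,000 plus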
GPR55 activation = selective activators of receptor GPR55 – imaging, U2OS cells, beta-arrestin-GFP redistribution, primary screen (AID 1961); U2OS GPR55 beta-arrestin-GFP redistribution imaging; higher % means a stronger effect; activation, % at 10 µM; hits with a dose series show EC50 in µM; actives 0.048% (n = 290,000);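 active = activation above 40% with more than 50 cells counted in the well; inconclusive = wells holding fewer than 50 cells, flagged as toxic or sparse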;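 also: U2OS osteosarcoma cells stably expressing GPR55 and beta-arrestin-GFP; plate controls were DMSO negative control for no effect and LPI positive control for full effect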
GPR55 antagonists = GPR55 antagonists blocking LPI-driven arrestin recruitment, primary screen, imaging, U2OS, beta-arrestin-GFP, LPI agonist (AID 2013) | actives 0.13% (n = 290,000) | U2OS GPR55 beta-arrestin-GFP translocation imaging, LPI antagonism; higher % means a stronger effect | inhibition, % at 10 µM, or IC50 in µM where a hit was titrated;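 active = spots per cell inhibited over 60%, with over 100 cells counted and total cytoplasm intensity under 500,000; inconclusive = wells with under 100 cells, flagged as likely toxic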;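 also: U2OS cells stably carrying GPR55 and arrestin-GFP stimulated by 5 µM LPI near EC80; imaged beta-arrestin-GFP aggregate spots per cell after agonist stimulation; plate controls were LPI-stimulated DMSO wells for no effect and DMSO wells without LPI for full effect; some results filed as inactive read as strong as hits; confirmed hits need IC50 under 10 µM and bright autofluorescent wells are also inconclusive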
HIV peptide binding = cell-free HIV fusion peptide-binding blockers – biochemical, uHTS, fluorescence dequenching, primary screen (AID 1986) | cell-free peptide binding, fluorescence dequenching, 30 min; higher % means a stronger effect | one-dose inhibition, % at 20 µM; IC50 in µM for titrated hits | actives 0.3% (n = 290,000); in the data active = inhibition mostly above about 52%, no sharp cut-off; inactive = mostly below about 76%; also: some results filed as inactive read as strong as hits
Myeloid diff 2 = compounds promoting myeloid differentiation. ER-HoxA9 myeloid progenitors, lysozyme-GFP differentiation, flow cytometry. calls only at 10 µM. actives 1% (n = 360,000). AID 624256;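 active = normalized GFP-positive differentiation at or above the plate's own cutoff, the solvent-only control mean plus 3 SD; inconclusive = no clear call, values can overlap the other calls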;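 also: cells exposed to compound for four days before flow analysis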
NOD2 inhibition = inhibition of NOD2-driven NF-kB reporter – cell-based, luminescence, uHTS, HEK293 (AID 1566); HEK293 NOD2/NF-kB luciferase reporter, luminescence; higher % means a stronger effect; one-dose inhibition, % at 4 µM; EC50 in µM for titrated hits; actives 0.63% (n = 290,000); also: many of its hits are not listed in these tables
Myeloid diff 2 GFP+ MAC1+ % = further read-out of Myeloid diff 2, marked with its call; GFP+ MAC1+ double positive, %; measured here: differentiation confirmed by MAC1 staining
An asterisk follows results filed as active; i = inactive; ? = inconclusive; nt = no result given; [ ] = another dose, or the depositor's remark. Rule as the data show it, unless noted: active = inhibition above about 50%; inactive = the rest. Not all compounds are listed (hit frequency here may not be typical).

SMILES | KOR beta-arrestin-1 | NOD1 NF-kB reporter | KOR beta-arrestin-2 | GPR35 arrestin U2OS | GPR55 activation | GPR55 antagonists | HIV peptide binding | Myeloid diff 2 | Myeloid diff 2 GFP+ MAC1+ % | NOD2 inhibition
CCN1/C(=C\C(=S)Nc2ccccc2)Sc2ccccc21 | -28%[20 µM] | -59% | nt | -11% | 0.2% | -14% | -2.1% | ? | nt | -57%
O=C(NCCOC(=O)c1ccc(C(=O)OCCNC(=O)c2ccccc2)o1)c1ccccc1 | -24% | 2% | -8.0% | -23% | -0.3% | -6% | 1.4% | i | 1.0 | 18%
CCNC(=S)Nc1ccccc1-c1ccccc1 | -25% | -32% | 19% | 15% | 0.1% | 7% | -1.7% | i | 0.6 | 3%
CN1/C(=C\C(=O)COC(=O)c2ccco2)C(C)(C)c2ccccc21 | 6% | -26% | 0.7% | 16% | 5.6µM* | 0% | 2.8% | i | 0.6 | -15%
COc1ccc(/C=N/Nc2cc(C)nc(N3CCOCC3)n2)c(OC)c1 | -3% | 3% | 7.0% | -6% | -0.3% | 9% | 1.0% | i | 0.4 | 23%
CC1CCN(S(=O)(=O)c2ccc3c(c2)N(CC(=O)N(C)Cc2ccco2)C(=O)CO3)CC1 | -4% | 10% | 0.9% | 10% | -0.1% | -4% | -1.4% | ? | nt | -17%
CC(C)N(Cc1nc(-c2ccccc2)no1)C(=O)CN(C)S(=O)(=O)c1ccc(Br)cc1 | 18% | 9% | -0.1% | 12% | 0.2% | 21% | 1.3% | i | 4.5 | -5%
COc1ccc(NC(=O)CCS(=O)(=O)c2ccc3c(c2)NC(=O)C(C)S3)cc1OC (stereo unspecified) | -26% | -15% | -4.1% | 12% | -0.2% | 9% | -0.9% | i | 1.6 | 7%
CC(=O)c1ccc(NS(=O)(=O)Cc2ccccc2)cc1 | -2% | -5% | 13% | -4% | -0.2% | 5% | -0.5% | i | 6.7 | 15%
NS(=O)(=O)c1ccc(CCNCC#Cc2ccccc2)cc1 | -22%[20 µM] | -19% | 4.5% | -20% | 0.3% | 7% | 1.2% | i | 0.4 | -6%
COc1ccc(C(=O)N2CCCC(CCC(=O)NCc3ccc(F)c(F)c3)C2)o1 (stereo unspecified) | -10% | -42% | 0.0% | 14% | -0.2% | -3% | 4.0% | i | 0.3 | -19%
COc1cc2[nH]c(C(=O)NCC3CCCO3)cc2c(OC)c1OC (stereo unspecified) | -5% | -10% | -4.4% | 8% | -0.1% | -4% | -0.9% | i | 0.4 | -3%
CCN1CCN(C(=O)c2ccccc2Nc2ccc(SC(F)F)cc2)CC1 | 5% | -50% | -2.5% | -4% | 0.7% | 9% | 2.0% | i | 0.7 | -13%
C[C@H](NC(=O)c1nc[nH]c1C(=O)N[C@@H](Cc1ccccc1)C(=O)OCc1ccccc1)C(=O)OC(C)(C)C | -23%[20 µM] | 5% | -2.7% | 0% | 0.4% | 22% | 2.5% | i | 1.3 | -17%
CC(=O)NC1C(=O)Nc2c1cccc2C(F)(F)F (stereo unspecified) | 29% | -22% | -3.3% | -14% | -0.2% | 6% | 0.0% | i | 0.6 | 5%
COc1ccc(S(=O)(=O)N2CCN(Cc3cc(OC)c(OC)c(OC)c3)CC2)cc1 | 13% | 77% | 7.0% | -4% | -0.2% | -11% | 2.1% | i | 0.5 | -2%
COc1ccc(C(CC(=O)c2ccc(C)cc2)Nc2ccc([N+](=O)[O-])cc2)cc1 (stereo unspecified) | -6% | -18% | 1.1% | 7% | -0.3% | 12% | 0.1% | i | 0.3 | -6%
O=C1C=CCC(/C=C/c2ccccc2)O1 (stereo unspecified) | 20% | 51% | -4.9% | -10% | -0.3% | 10% | -1.0% | nt | nt | -5%
CO/N=C/CC(=O)c1cnc(-c2ccc(Cl)cc2)s1 | -2% | -29% | -4.2% | 2% | -0.5% | -5% | 0.6% | i | 0.1 | 1%
Cc1cccc(NC(=O)c2csnn2)n1 | 17% | -19% | -1.7% | ? | 0.3% | 3% | -0.2% | i | 0.6 | 11%
CCCCn1nc(C(=O)O)ccc1=O | -3% | 1% | 12% | 0% | -0.3% | 13% | 2.6% | i | 0.9 | 5%
CNS(=O)(=O)c1ccc(NC(=O)C2CC(=O)N(c3ccc(Cl)cc3)C2)cc1 (stereo unspecified) | -3% | -30% | -3.5% | -1% | 0.0% | 3% | 1.5% | i | 0.1 | 7%
CCCNC(=O)c1ccccc1NS(=O)(=O)c1ccc(OC)c(OC)c1 | 16% | -2% | 4.8% | 0% | 0.9% | 5% | 1.9% | i | 0.4 | 0%
COc1cccc(NC(=S)N2CCC(N(C)CC3CCCO3)CC2)c1 (stereo unspecified) | 9% | 18% | 13% | -7% | -0.2% | -2% | -2.1% | i | 0.0 | -3%

The last two records of the section above come first, to join the parts:
SMILES | KOR beta-arrestin-1 | NOD1 NF-kB reporter | KOR beta-arrestin-2 | GPR35 arrestin U2OS | GPR55 activation | GPR55 antagonists | HIV peptide binding | Myeloid diff 2 | Myeloid diff 2 GFP+ MAC1+ % | NOD2 inhibition
CCCNC(=O)c1ccccc1NS(=O)(=O)c1ccc(OC)c(OC)c1 | 16% | -2% | 4.8% | 0% | 0.9% | 5% | 1.9% | i | 0.4 | 0%
COc1cccc(NC(=S)N2CCC(N(C)CC3CCCO3)CC2)c1 (stereo unspecified) | 9% | 18% | 13% | -7% | -0.2% | -2% | -2.1% | i | 0.0 | -3%
CCOC(=O)c1cccnc1SCC(=O)NCc1ccccc1 | -7% | -1% | -2.5% | -2% | -0.1% | 0% | -2.1% | i | 0.8 | -4%
CC(C(=O)Nc1ccc2c(c1)OCCO2)c1ccc([N+](=O)[O-])cc1 (stereo unspecified) | -34% | -14% | 3.1% | 8% | 0.4% | 2% | 0.1% | i | 0.3 | 15%
Cc1cc(N2CCCC2)ccc1NC(=O)CN1C(=O)NC(C)(c2ccccc2)C1=O (stereo unspecified) | -4% | -6% | 3.3% | -6% | -0.1% | 8% | -1.6% | i | 1.4 | -2%
O=S(=O)(/C=C/c1ccccc1)N1CCNCC1 | 5% | 14% | -1.9% | -9% | -0.1% | -6% | -0.1% | i | 1.4 | -11%
Cc1ccc(-c2nc3ccccc3[nH]2)cc1NC(=O)/C=C/c1ccco1 | -13% | -15% | 4.9% | -18% | -0.1% | 3% | -3.1% | i | 4.3 | -14%
Cc1ccc(-c2nnn(CC(=O)N(CC(=O)NCc3ccccc3)c3cccc(C)c3C)n2)o1 | 30% | -20% | -4.7% | 3% | -0.4% | 0% | 2.3% | i | 8.0 | 13%
N#Cc1c(-c2ccccc2)cc(-c2ccco2)c(C#N)c1N | 4% | -16% | -2.5% | 1% | -0.1% | -2% | 70%* | nt | nt | 7%
Cc1oc(-c2cccc(Cl)c2)nc1CN1CCCC(C(=O)NC(C)c2ccc3c(c2)OCCO3)C1 (stereo unspecified) | -24% | 22% | 17% | 2% | 0.2% | -4% | 0.6% | ? | nt | 4%
CN(NC(=O)/C=C/C(=O)O)c1ncc(C(F)(F)F)cc1Cl | 3% | 18% | -2.6% | 3% | -0.5% | 9% | -3.4% | i | 0.4 | 0%
COc1ccc2c(c1)CCC1C2=NN(/C(C)=C/C(C)=O)C1c1cccc(F)c1 (stereo unspecified) | 16%[20 µM] | -44% | -3.0% | -5% | 0.0% | -8% | 0.1% | i | 0.6 | -9%
O=C(CSc1nccc(=O)[nH]1)Nc1ccc(N2CCOCC2)cc1 | -4% | -13% | 5.0% | 2% | 0.3% | 12% | -0.8% | i | 1.2 | 0%
O=S(=O)(Cc1ccccc1)N1CCN(Cc2ccc3c(c2)OCO3)CC1 | 17% | -9% | -4.0% | -11% | -0.4% | 8% | 0.5% | i | 0.9 | -8%
CCC(C)(C)NC(=O)C(c1cccn1C)N(Cc1ccccc1)C(=O)Cn1nnc2ccccc21 (stereo unspecified) | -7% | 6% | 5.6% | 5% | -0.2% | -11% | 1.6% | i | 0.7 | 0%
O=C1N/C(=N\S(=O)(=O)Cc2ccccc2)S/C1=C/c1cccc([N+](=O)[O-])c1 | -15% | 1% | 0.7% | -3% | 0.0% | 2% | 31% | i | 0.4 | 10%
Cc1cc(C)cc(N(C(=O)CNS(=O)(=O)c2ccccc2)C(C(=O)NCc2ccccc2)c2ccc(C)o2)c1 (stereo unspecified) | 22% | -2% | -0.3% | 2% | 0.1% | 9% | -0.1% | i | 0.8 | 0%
O=C(CSc1nnc(-c2ccc(Cl)cc2Cl)n1C1CCCCC1)N1CCCC1 | 3% | -11% | -1.7% | 8% | -0.1% | 2% | 6.3% | i | 1.4 | 9%
S=c1[nH]ncn1/N=C/c1cccc(Oc2ccccc2)c1 | -1% | -11% | -2.6% | 5% | -0.1% | 9% | 0.1% | i | 0.8 | 5%
CC(=O)Nc1ccc(NC(=O)[C@@H](NC(=O)c2cccc(C)c2)C(C)C)cc1 | -15% | 18% | 2.9% | -4% | 0.5% | -1% | 1.7% | i | 2.7 | -6%

Gathered by group, the compounds so far with a Cl atom (five)
SMILES | KOR beta-arrestin-1 | NOD1 NF-kB reporter | KOR beta-arrestin-2 | GPR35 arrestin U2OS | GPR55 activation | GPR55 antagonists | HIV peptide binding | Myeloid diff 2 | Myeloid diff 2 GFP+ MAC1+ % | NOD2 inhibition
CO/N=C/CC(=O)c1cnc(-c2ccc(Cl)cc2)s1 | -2% | -29% | -4.2% | 2% | -0.5% | -5% | 0.6% | i | 0.1 | 1%
CNS(=O)(=O)c1ccc(NC(=O)C2CC(=O)N(c3ccc(Cl)cc3)C2)cc1 (stereo unspecified) | -3% | -30% | -3.5% | -1% | 0.0% | 3% | 1.5% | i | 0.1 | 7%
Cc1oc(-c2cccc(Cl)c2)nc1CN1CCCC(C(=O)NC(C)c2ccc3c(c2)OCCO3)C1 (stereo unspecified) | -24% | 22% | 17% | 2% | 0.2% | -4% | 0.6% | ? | nt | 4%
CN(NC(=O)/C=C/C(=O)O)c1ncc(C(F)(F)F)cc1Cl | 3% | 18% | -2.6% | 3% | -0.5% | 9% | -3.4% | i | 0.4 | 0%
O=C(CSc1nnc(-c2ccc(Cl)cc2Cl)n1C1CCCCC1)N1CCCC1 | 3% | -11% | -1.7% | 8% | -0.1% | 2% | 6.3% | i | 1.4 | 9%

Screening results: PubChem, several laboratories
